# PfHsp90 set2 – growth inhibition of PfHsp90-expressing yeast, primary screen, antimalarial PfHsp90 inhibitor project, S. cerevisiae, BacTiter-Glo luminescence, single point, set 2; AID 504621, 2011; inhibition, % at 9.4 µM; 310,000 tested, 0.32% active; BacTiter-Glo ATP, 48 h; yeast lacking PDR1 and PDR3 efflux regulators;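 active means every replicate shows inhibition above about 80%, whatever the replicate mean, limit read from the data; inconclusive means mean inhibition reaches the set limit but some replicate falls short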;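 further: 0% = DMSO neutral controls and 100% = 20 µM radicicol positive controls; yeast relying on Plasmodium falciparum Hsp90 in place of its own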
# PvdQ inh – P. aeruginosa PvdQ acylase inhibitors, primary screen, biochemical, fluorescence, plate reader and imaging, single point. PvdQ acylase [Pseudomonas aeruginosa LESB58]. purified PvdQ acylase. inhibition, % at 10 µM. 340,000 tested, 0.063% active; in the data active means inhibition above about 30%, passing the limit was not always enough; inconclusive means no clear call, values can overlap the other calls;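 further: 0% = vehicle neutral wells and 100% = reference inhibitor wells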
# Wnt act – Wnt/beta-catenin pathway activators, primary screen, cell-based, plate reader, single point. Wnt/beta-catenin reporter cell assay, activator. activation, % at 9.35 µM. 300,000 tested, 1.2% active. AID 743398, 2014; in the data active means activation above about 30%, passing the limit was not always enough; inconclusive means no clear call, values can overlap the other calls;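 further: 0% = neutral control wells and 100% = positive control wells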
# DAGLB inh – DAGLB lipase inhibitors, primary screen, biochemical, fluorescence, HTS. HEK293T DAGLB membrane lysate, EnzChek fluorogenic substrate. Diacylglycerol lipase-beta (Homo sapiens), Q8NCG7. 340,000 tested, 0.059% active. inhibition, % at 5.17 µM; in the data active means inhibition above about 34%;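 further: 0% = enzyme with vehicle and 100% = wells lacking enzyme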
# Target sequence (Q8NCG7 whole entry, looked up): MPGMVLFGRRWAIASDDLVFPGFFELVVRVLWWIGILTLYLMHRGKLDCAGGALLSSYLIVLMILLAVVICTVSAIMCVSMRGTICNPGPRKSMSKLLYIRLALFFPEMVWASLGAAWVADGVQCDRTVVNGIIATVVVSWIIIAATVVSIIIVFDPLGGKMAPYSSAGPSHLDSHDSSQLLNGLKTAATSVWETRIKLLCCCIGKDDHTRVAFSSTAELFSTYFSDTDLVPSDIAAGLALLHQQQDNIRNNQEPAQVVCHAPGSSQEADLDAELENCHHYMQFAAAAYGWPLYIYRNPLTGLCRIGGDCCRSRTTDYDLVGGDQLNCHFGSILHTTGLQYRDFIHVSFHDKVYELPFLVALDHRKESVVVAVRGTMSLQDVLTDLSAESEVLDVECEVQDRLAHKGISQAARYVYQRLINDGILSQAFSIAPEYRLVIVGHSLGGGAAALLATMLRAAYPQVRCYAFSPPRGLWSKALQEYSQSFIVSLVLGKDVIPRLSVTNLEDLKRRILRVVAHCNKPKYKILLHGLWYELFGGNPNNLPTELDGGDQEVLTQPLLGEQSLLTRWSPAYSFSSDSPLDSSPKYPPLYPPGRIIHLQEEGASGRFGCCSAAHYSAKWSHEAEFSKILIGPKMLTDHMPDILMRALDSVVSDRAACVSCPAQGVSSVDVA
# Rtt109 HAT inh – inhibitors of C. albicans Rtt109/Vps75 HAT, primary screen, biochemical, ThioGlo CoA-SH fluorescence, plate reader; purified Rtt109/Vps75, 4 h; inhibition, % at 34.9 µM; 330,000 tested, 0.16% active; AID 540336, 2011;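 active means inhibition of at least 50% in every replicate; inconclusive means best replicate reaches 50% inhibition but some replicates fall short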
# Target sequence (Q5AAJ8 whole entry, looked up): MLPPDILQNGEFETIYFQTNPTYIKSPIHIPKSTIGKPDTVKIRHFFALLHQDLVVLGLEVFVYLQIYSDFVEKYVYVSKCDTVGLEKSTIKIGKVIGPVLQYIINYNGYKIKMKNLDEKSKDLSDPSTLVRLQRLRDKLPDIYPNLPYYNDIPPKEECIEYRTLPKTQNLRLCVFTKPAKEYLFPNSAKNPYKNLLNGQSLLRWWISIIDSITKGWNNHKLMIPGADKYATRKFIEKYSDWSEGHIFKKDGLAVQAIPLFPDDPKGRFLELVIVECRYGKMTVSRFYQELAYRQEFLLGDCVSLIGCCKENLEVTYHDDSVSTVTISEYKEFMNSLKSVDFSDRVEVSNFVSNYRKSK
# Ecoli viability – E. coli V3065 growth inhibition, primary screen, counter-screen for AddAB inhibitor project, absorbance, OD600. 18 h. 330,000 tested, 0.27% active. inhibition, % at 11.9 µM. AID 449728, 2010;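 active means inhibition above the campaign's mean inhibition across all tested compounds plus 3 SD, cut at about 9.9% in these data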;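 further: uninfected addAB+ strain grown without phage in ampicillin broth; 0% = DMSO wells and 100% = ciprofloxacin 0.95 µg/ml wells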
# CAL PDZ inh – CAL PDZ peptide-binding inhibitors, primary screen, biochemical, fluorescence polarization, Cer-tagged CAL PDZ, HTS | Golgi-associated PDZ and coiled-coil motif-containing protein (Homo sapiens), Q9HD26 | purified CAL PDZ, TMR-peptide fluorescence polarization, 1 h | inhibition, % at 20 µM | 330,000 tested, 0.02% active | AID 504414, 2011;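 active means highest replicate inhibition of at least 40%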;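 further: plate controls were DMSO neutral control wells for no effect and unlabeled competitor peptide control wells for full effect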
#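 Material: tagged CAL PDZ protein CerCALP, purified; buffer or medium: sodium phosphate/NaCl buffer pH 7.4 with TCEP, IgG, Thesit; also added: fluorescent TMR peptide probe; schedule: 1 h incubation at room temperature before polarization reading; technique: fluorescence polarization from S- and P-plane intensities, G-factor corrected; control set: unlabelled peptide and DMSO controls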
# Tat transport – E. coli Tat export inhibitors, primary screen, MC4100, TorA-mCherry reporter, fluorescence, single point; inhibition, % at 10 µM; 340,000 tested, 0.036% active; AID 488895, 2010;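 active means mean replicate inhibition at least 50% and at least half of replicates individually reaching 50%; inconclusive means only one of the two criteria met; inactive means neither criterion met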;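 further: exported cargo escapes ClpAP degradation while cytoplasmic cargo is degraded and loses fluorescence; 0% = median of neutral control wells and 100% = median of NaSCN control wells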
# phage Ecoli inh – growth loss of phage-infected E. coli, primary screen, RecBCD inhibitor project, absorbance, with phage, HTS. inhibition, % at 11.9 µM. 360,000 tested, 0.26% active. AID 651602, 2012; in the data active means inhibition above about 11%
# AddAB inh – growth inhibition of E. coli expressing H. pylori AddAB, primary screen, AddAB inhibitor project, absorbance | inhibition, % at 11.9 µM | 330,000 tested, 0.29% active; in the data active means inhibition above about 12%;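 further: 0% = vehicle wells of infected cells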
# * hit, by the source's call; ? = inconclusive; · = not tested or not shown; & = joins results of further samples.
SMILES,PfHsp90 set2,PvdQ inh,Wnt act,DAGLB inh,Rtt109 HAT inh,Ecoli viability,CAL PDZ inh,Tat transport,phage Ecoli inh,AddAB inh
CN(c1ccccc1)S(=O)(=O)c1cccc(NC(=O)Cc2n[nH]c(=O)c3ccccc23)c1,-9,5,-2,0,-1,0.9,-1.4,5,1.2,2.1
CCCCCCCCCCCC1N=C(N)NC(CCCO)=C1C(=O)OC (stereo not drawn),-1,-5,-1,0,7,·,-1.1,-10,5.6,·
COc1cc(OC)cc(C(=O)N[C@H](C(=O)OCC(N)=O)C(C)C)c1,8,-12,-2,0,-5,-0.8,-1.7,-4,9.1,2.2
CCC(=O)Nc1ccc(C(=O)CSc2nnc(-c3ccccc3F)n2CCc2ccccc2)cc1,21,4,0,0,-13,-3.0,-1.9,1,1.9,-0.8
COc1ccc(C(=O)Nc2ccc(N3CCN(C(=O)c4ccccc4C)CC3)cc2)cc1,2,3,-1,1,15,1.0,-2.0,-6,-2.8,1.6
Nc1c(C(=O)c2ccco2)oc2ccccc12,·,·,4,·,·,0.2,·,·,2.7,1.3
Cc1cnc(C(=O)OCC(=O)Nc2cccc(S(=O)(=O)N3CCCCC3)c2)cn1,9,-4,-2,0,0,-0.2,-1.8,-13,1.1,0.7
NS(=O)(=O)c1ccc(NC(=S)NNC(=O)c2ccc(Br)o2)cc1,-18,-5,2,3,7,0.9,-2.9,-19,3.4,1.6
O=C(O)C1CSC2(CCN(Cc3ccccc3)CC2)N1 (stereo not drawn),·,-16,-1,-3,-26,·,0.3,-9,1.4,·
O=C(Cn1ccc(NC(=O)OCc2ccccc2)nc1=O)NCCc1c[nH]c2ccccc12,-16,0,1,0,5,-1.8,-0.4,7,5.8,0.1
CCN1CCN(C(=O)c2ccc3c(c2)N(Cc2ccc(C)cc2)CCS3)CC1,-19,-25,2,4,-16,-0.8,-1.7,8,2.9,1.7
O=C1C=C(c2ccc3[nH]ccc3c2)CCC1,-12,2,46*,4,9,-2.5,0.1,9,1.1,0.4

# Three compounds out of the list above, arranged by the value under Tat transport, rising:
compound,Tat transport
COc1ccc(C(=O)Nc2ccc(N3CCN(C(=O)c4ccccc4C)CC3)cc2)cc1,-6
COc1cc(OC)cc(C(=O)N[C@H](C(=O)OCC(N)=O)C(C)C)c1,-4
O=C(Cn1ccc(NC(=O)OCc2ccccc2)nc1=O)NCCc1c[nH]c2ccccc12,7

# A different layout for six compounds above.
Compound	PfHsp90 set2	PvdQ inh	Wnt act	DAGLB inh	Rtt109 HAT inh	Ecoli viability	CAL PDZ inh	Tat transport	phage Ecoli inh	AddAB inh
CCCCCCCCCCCC1N=C(N)NC(CCCO)=C1C(=O)OC (stereo not drawn)	-1	-5	-1	0	7	·	-1.1	-10	5.6	·
COc1cc(OC)cc(C(=O)N[C@H](C(=O)OCC(N)=O)C(C)C)c1	8	-12	-2	0	-5	-0.8	-1.7	-4	9.1	2.2
CCC(=O)Nc1ccc(C(=O)CSc2nnc(-c3ccccc3F)n2CCc2ccccc2)cc1	21	4	0	0	-13	-3.0	-1.9	1	1.9	-0.8
COc1ccc(C(=O)Nc2ccc(N3CCN(C(=O)c4ccccc4C)CC3)cc2)cc1	2	3	-1	1	15	1.0	-2.0	-6	-2.8	1.6
Nc1c(C(=O)c2ccco2)oc2ccccc12	·	·	4	·	·	0.2	·	·	2.7	1.3
Cc1cnc(C(=O)OCC(=O)Nc2cccc(S(=O)(=O)N3CCCCC3)c2)cn1	9	-4	-2	0	0	-0.2	-1.8	-13	1.1	0.7

# Next part.
SMILES,PfHsp90 set2,PvdQ inh,Wnt act,DAGLB inh,Rtt109 HAT inh,Ecoli viability,CAL PDZ inh,Tat transport,phage Ecoli inh,AddAB inh
Cc1ccc(C)c(OC(=O)C2CSC3(C)CCC(=O)N23)c1C (stereo not drawn),-21,0,-2,-6,-1,1.6,-0.5,-1,2.4,1.2
CC1(C)CC1C(=O)Nc1ccc([N+](=O)[O-])cc1Br (stereo not drawn),13,1,·,-3,23,-3.4,-2.5,-7,1.5,-1.6
O=C(NCC1CCCO1)c1ccc(Br)s1 (stereo not drawn),-5,-15,2,0,-10,-0.4,-3.1,0,-0.6,0.8
CC(Oc1ccccc1)C(=O)N1CCN(c2ccc(N3CCOCC3)nn2)CC1 (stereo not drawn),·,-4,-4,-5,-32,3.4,-2.5,14,2.9,5.7
CCN1C(C(=O)c2ccccc2)=C(Nc2ccccc2C)c2ccccc2S1(=O)=O,10,2,-2,-4,13,-4.6,-3.1,9,0.7,1.5
CC(C)c1cc(CN2CCOCC2)cc(C(C)C)c1O,15,-1,0,2,-6,2.6,-0.1,-4,1.5,1.4
Cc1ccccc1NS(=O)(=O)c1ccc2c(c1)n(C)c(=O)n2C,-3,-14,-1,-1,-12,-0.4,0.0,-2,3.6,1.2
O=C(CCCN1C(=O)/C(=C/c2cccs2)SC1=S)Nc1ccccn1,5,-15,-1,0,-3,-2.2,-0.1,-3,3.1,1.2
CC(Oc1ccc(F)cc1)C(=O)Nc1ccc(N2CCOCC2)cc1N1CCOCC1 (stereo not drawn),-23,-8,13,1,5,-3.0,-1.4,0,-2.4,4.4
Cc1cccc(NC(=O)CSc2nc3ccccc3o2)c1,·,-7,·,-3,7,1.7,-0.7,11,2.8,4.7
COc1ccc(-n2c(SCC(=O)N3CCOCC3)nc3ccccc3c2=O)cc1,10,-7,2,0,1,-0.3,-0.4,-8,1.4,0.9
CCNS(=O)(=O)c1ccc(CCC(N)=O)cc1,15,8,0,-5,3,-0.4,-0.2,-1,3.3,-0.2
OC[C@H]1O[C@H](OC[C@H]2O[C@H](OC[C@H]3O[C@H](O[C@]4(CO)O[C@H](CO)[C@@H](O)[C@@H]4O)[C@H](O)[C@@H](O)[C@@H]3O)[C@H](O)[C@@H](O)[C@H]2O)[C@H](O)[C@@H](O)[C@H]1O,13,-13,1,3,-4,0.9,-0.6,1,2.1,-0.6
O=C(CN1C(=O)CSC1=O)Nc1ccccc1F,0,-12,·,-1,8,-3.7,-0.3,-8,-1.6,0.0
O=c1c2ccccc2c(-c2ccc(Cl)cc2)nn1-c1ccccc1,·,3,-6,-4,6,-0.7,-1.4,0,1.6,0.2
CCOC(=O)[C@@H]1[C@H]2COc3cc(OC)ccc3[C@@H]2N2C(=O)N(c3ccc(C)cc3)C(=O)[C@@]12C,15,8,-5,-1,11,-1.9,-0.4,2,0.6,2.8
CCCn1c(N)c(C(=O)CN(C)CC(=O)Nc2ccc(C)cc2)c(=O)[nH]c1=O,·,-7,-1,-2,-10,·,-5.0,6,-2.3,·
COc1cccc(-c2nc3ccc(O)cc3c(=O)o2)c1,7,3,·,-6,-18,0.0,-3.9,1,0.9,-0.3
CCOc1ccc(CCNC(=O)CCOc2cc(C)ccc2C)cc1OCC,26,-4,-1,-7,-4,-0.9,1.2,-1,4.7,2.7
C#CC[N+](CC)(CC)CC#Cc1ccccc1,·,·,3,·,·,-0.6,·,·,2.5,0.7
O=C(Nc1ccccc1)OC1CCC2CC1CCC2OC(=O)Nc1ccccc1 (stereo not drawn),-1,-5,0,0,18,1.4,-0.8,6,4.1,2.7
Cc1nnc(SCc2nc3ccccc3s2)n1-c1ccccc1,-10,-9,?,-2,-1,-1.8,-2.7,-8,1.1,1.0
CCN(CC)S(=O)(=O)c1ccc(N=NC2=C(O)CC(C)(C)CC2=O)cc1,-19,-5,-2,0,9,3.2,0.0,3,1.5,4.6
Cc1cc(C)c(NC(=O)CSc2ccc(-c3ccccn3)nn2)c(C)c1,28,-8,-1,-1,-5,0.8,-0.8,-4,2.9,0.4
Cn1c(SCc2cccc(C#N)c2)nc2ccccc2c1=O,-3,7,-3,-3,2,-0.9,-3.1,1,1.3,4.8
CC(=O)c1ccc(S(=O)(=O)N2CCc3ccccc3C2)cc1,8,0,-2,-3,8,-0.3,·,-2,-0.7,1.5
C=CCN1C(=O)N(c2ccc(Cl)cc2)C(=O)C1CC(=O)Nc1ccc(F)cc1 (stereo not drawn),27,-4,0,0,5,1.3,-1.9,3,2.9,-1.6
CCc1ccc(CN(C)C(=O)C2CCC(=O)N(CC3CCCCC3)C2)cc1 (stereo not drawn),13,-6,3,-1,8,-0.3,-0.1,-5,-0.5,2.8
COc1ccc(/C=C/C(=O)O/N=C(\N)c2ccccn2)cc1OC,7,-2,1,2,3,2.4,-2.1,-8,1.2,2.4
Oc1ccc2ccccc2c1CN1CCCC1,-9,-9,-2,-1,11,0.8,-0.4,3,1.8,2.0
CN(O)C(=O)Nc1ccc([N+](=O)[O-])cc1,20,-10,-1,1,3,2.7,0.0,16,8.2,3.1
CC1CCCCN1CCNC(=O)C1CCN(S(=O)(=O)c2cccc3nsnc23)CC1 (stereo not drawn),-24,-10,3,0,-8,-1.1,0.8,-9,-0.7,-0.9
COc1cc2c(cc1OC)C(CSc1ccccc1C(=O)O)=NC(C)(C)C2,-11,-4,1,-1,3,1.3,-3.0,-6,0.1,1.5
O=C(Nc1ccc(NC(=S)NC(=O)C(c2ccccc2)c2ccccc2)cc1)c1ccccc1,-27,-9,-6,1,4,-1.7,0.3,1,2.6,0.8
Cc1cc(Cl)ccc1OCC(=O)NCC(=O)N/N=C/c1ccco1,-17,-15,-7,2,-3,0.4,-2.6,3,3.6,1.9
CC(=O)c1sc(NC(=O)c2ccc(Br)o2)nc1C,-12,-8,22,0,0,0.3,-0.3,-5,1.8,0.6
O=C(Nc1c(-c2ccccc2)nc2ccccn12)c1cccc(F)c1,7,-6,2,-1,0,-1.0,-0.7,14,0.7,-0.7
Cc1nc2sc(C(N)=O)c(N)c2c(C)c1CC(=O)c1ccccc1,-30,-10,12,0,-7,0.8,-0.9,-19,5.3,1.9
O=C(CCCN1C(=O)c2cccc3cccc(c23)C1=O)N1CCN(Cc2ccc3c(c2)OCO3)CC1,-8,1,8&-2,-3,7,-1.4,-2.6,-18,3.3,3.0
CCc1cc(=O)oc2cc(C)cc(OCC(=O)NC(Cc3ccc(Cl)cc3)C(=O)O)c12 (stereo not drawn),14,-13,-5,2,-1,0.0,-0.7,2,2.3,1.5
CCn1c(C)cc2c(c1=O)C(c1ccccc1)C(C(=O)OC)=C(N)O2 (stereo not drawn),4,-6,0,-3,-3,2.0,-0.5,-7,1.5,2.8
Cc1ccc(S(=O)(=O)N2CCOCC2)cc1C(=O)NCCN1C(=O)S/C(=C\c2ccccc2Cl)C1=O,14,-4,·,1,4,-5.0,-3.5,-6,1.3,0.2
